Bcl-2 Bim block – inhibitors of Bim-Bcl-2 interaction, human; 190,000 tested, 0.06% active; P10415; inhibition, % at 10 µM; Bead-based flow cytometry, Bim peptide-Bcl-2 binding; in the data active means inhibition above about 40%; inconclusive means no clear call, values can overlap the other calls;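 further: 0% = no compound wells with probe peptide and 100% = reference peptide inhibitor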
Bim-Bcl-W – inhibitors of Bim-Bcl-W interaction, human; Q92843; bead-based flow cytometry, Bim peptide-Bcl-W binding; inhibition, % at 10 µM; 190,000 tested, 0.02% active; AID 952;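 further: 0% = bound tracer without compound and 100% = peptide blocker; higher means less fluorescent Bim peptide bound to Bcl-W beads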
RGS4-Gao reg – human RGS4-Galphao interaction regulation; Multiplexed bead flow cytometry, RGS4-Galphao binding; actives lie on both sides; binding response (% of control), % at 10 µM; 220,000 tested, 0.33% active; in the data active means binding response below about 49% or above about 150%; inactive means in between;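 further: fluorescent Galphao activated with aluminum fluoride binding bead-coupled RGS4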
Target sequence (P09471 whole entry, looked up): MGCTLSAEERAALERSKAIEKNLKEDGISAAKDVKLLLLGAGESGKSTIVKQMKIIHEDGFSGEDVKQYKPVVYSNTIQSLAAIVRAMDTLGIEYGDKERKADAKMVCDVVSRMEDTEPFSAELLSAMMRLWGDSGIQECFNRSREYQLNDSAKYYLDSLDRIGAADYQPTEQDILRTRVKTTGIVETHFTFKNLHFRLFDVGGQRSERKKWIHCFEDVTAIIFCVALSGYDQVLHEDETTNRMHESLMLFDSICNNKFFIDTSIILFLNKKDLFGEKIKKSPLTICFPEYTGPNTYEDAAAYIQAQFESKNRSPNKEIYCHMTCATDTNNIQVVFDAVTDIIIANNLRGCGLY
RGS7-Gao – regulators of human RGS7-Galphao interaction | binding response (% of control), % at 10 µM | 220,000 tested, 0.35% active | Multiplexed bead flow cytometry, RGS7-Galphao binding; actives lie on both sides | AID 1439 | P09471; in the data active means binding response below about 49% or above about 150%; inconclusive means no clear call, values can overlap the other calls; inactive means in between;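 further: fluorescent Galphao held in activated GDP-AlF4 state binding bead-coupled RGS7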
Bcl-XL Bim block – inhibitors of Bim-Bcl-XL interaction, human; Q07817; Bim peptide-Bcl-XL binding, bead flow cytometry, fluorescence; inhibition, % at 10 µM; 190,000 tested, 0.04% active
GSH bead fluor – GSH bead compound fluorescence profile. GSH beads flow cytometry, compound fluorescence 488/530 nm; stronger effect = higher value. fluorescence (KMESF) at 10 µM. 190,000 tested, 0.25% active; in the data active means fluorescence above about 89;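 further: glutathione beads carrying GST-tagged Bcl family fusion proteins plus one bare bead set; values are compound well signal with DMSO vehicle wells as background; inactives centre near 16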
ABCG2 block – human ABCG2 inhibition, ABCB1 as counter-screen; inhibition, % at 6.6 µM; IgMXP3 cells, JC-1 efflux, flow cytometry; 190,000 tested, 0.1% active;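 active means inhibition above 80%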;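 further: 0% = DMSO and 100% = nicardipine control wells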
Target sequence (Q9UNQ0 whole entry, looked up): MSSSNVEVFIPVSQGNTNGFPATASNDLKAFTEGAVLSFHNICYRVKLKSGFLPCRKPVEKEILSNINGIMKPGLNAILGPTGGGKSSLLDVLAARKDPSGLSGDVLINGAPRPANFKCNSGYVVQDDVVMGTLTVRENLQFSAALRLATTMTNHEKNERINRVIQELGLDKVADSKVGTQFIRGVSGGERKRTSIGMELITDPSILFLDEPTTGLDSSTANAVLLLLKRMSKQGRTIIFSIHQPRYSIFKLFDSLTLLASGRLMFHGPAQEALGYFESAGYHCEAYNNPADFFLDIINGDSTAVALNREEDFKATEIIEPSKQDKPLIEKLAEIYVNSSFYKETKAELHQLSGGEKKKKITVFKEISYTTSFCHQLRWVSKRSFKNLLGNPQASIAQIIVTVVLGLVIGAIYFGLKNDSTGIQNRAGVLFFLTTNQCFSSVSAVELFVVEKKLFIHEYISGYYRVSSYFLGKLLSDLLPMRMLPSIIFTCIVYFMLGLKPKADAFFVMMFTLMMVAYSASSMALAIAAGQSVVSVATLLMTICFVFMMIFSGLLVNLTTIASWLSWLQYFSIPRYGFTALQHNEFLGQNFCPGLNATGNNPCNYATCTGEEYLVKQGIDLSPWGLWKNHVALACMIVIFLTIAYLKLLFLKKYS
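Test system: IgMXP3 (ABCG2) plus far-red-tagged CCRF-Adr (ABCB1) cells. Reagent: JC-1 dye as substrate. Timing: 10 min exposure at 25 °C with rotation, no wash. Measured by: flow cytometric JC-1 green MFI at 530 nm. Read-out: percent efflux inhibition, scaled nicardipine 100% to DMSO 0%. Control set: nicardipine and DMSO wells.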
Bim-Bcl-B – human Bim-Bcl-B interaction inhibition; Q9HD36; bead-based flow cytometry, Bim peptide-Bcl-B binding; inhibition, % at 10 µM; 190,000 tested, 0.073% active;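 further: 0% = tracer peptide without compound and 100% = reference inhibitor peptide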
Bfl-1 Bim block – inhibitors of Bim-Bfl-1 interaction, human | AID 1008 | 190,000 tested, 0.12% active | inhibition, % at 10 µM | Bead-based flow cytometry, Bim-Bfl-1 binding inhibition | Q16548;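 further: 0% = wells without compound plus tracer and 100% = blocker peptide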
ABCB1 inh – inhibitors of human ABCB1 transporter, ABCG2 counter-screen | P08183 | CCRF-Adr cells, JC-1 efflux, flow cytometry | inhibition, % at 6.6 µM | 190,000 tested, 0.067% active; in the data active means inhibition above about 40%;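 further: 0% = vehicle and 100% = reference inhibitor; higher value means more JC-1 retained so stronger ABCB1 efflux block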
Avidin fluor – avidin bead compound fluorescence profile | Avidin beads, compound fluorescence 488/530 nm, flow cytometry; stronger effect = higher value | fluorescence (KMESF) at 10 µM | 220,000 tested, 0.38% active; in the data active means fluorescence above about 47; further: inactives centre near 10
An asterisk follows results filed as active; ? = inconclusive. Unless noted, no stated cut-off is given here; in the data, active means inhibition above about 40%.

canonical_smiles	Bcl-2 Bim block	Bim-Bcl-W	RGS4-Gao reg	RGS7-Gao	Bcl-XL Bim block	GSH bead fluor	ABCG2 block	Bim-Bcl-B	Bfl-1 Bim block	ABCB1 inh	Avidin fluor
COc1ccccc1-n1cnnc1SCC(=O)NCc1cccs1	-9	-2	105	105	-5	16	39	-9	-11	0.6	7
COc1cc2[nH]c(=O)n(CCCC(=O)N3CC=C(c4ccccc4)CC3)c(=O)c2cc1OC	0	0	100	100	3	18	1	3	-1	0.2	35
O=c1c(CN2CCN(c3ccccn3)CC2)coc2ccccc12	-5	-4	107	109	-9	11	5	-6	0	-0.4	13
COc1ccccc1OCCCOc1ccc([N+](=O)[O-])cc1Cl	-5	-2	101	105	-4	63	14	-4	-5	2.0	14
O=C(NCc1cccs1)C1CC(c2ccc(F)cc2)=NO1 (stereo unspecified)	3	-1	100	103	1	12	5	0	-2	0.9	12
COc1ccc(CNC(=O)CN2C(=O)C3CCCN3c3ncc(Cl)cc32)cc1 (stereo unspecified)	-3	-2	76	78	-14	40	2	-11	-6	1.1	5
CC12CC(NC(=O)N1c1cccc(C(=O)N3CCN(c4ccccc4F)CC3)c1)c1ccccc1O2 (stereo unspecified)	-6	0	103	97	-1	5	-1	0	-3	-0.2	11
COC(=O)c1c(C)n(-c2ccccc2)c2ccc(O)cc12	0	-3	104	104	-1	16	0	0	3	-0.1	15
CCc1ccc(C(C(=O)NC(C)(C)CC)N(Cc2ccco2)C(=O)Cn2nnc3ccccc32)cc1 (stereo unspecified)	0	-2	96	96	-6	27	2	-3	-3	2.0	6
Cc1nn(-c2nc3ccccc3[nH]2)c(=O)c2ccccc12	0	1	101	99	0	12	4	0	1	1.7	20
OCCNCc1cc(Br)ccc1OCc1ccc(Cl)cc1	-6	-1	98	95	-4	23	11	-4	-11	1.6	13
COc1ccc(-c2nnc(SCc3cc(C)ccc3C)n2N)cc1	-2	-4	103	98	-3	15	6	-7	1	1.2	23
Cc1ccc(/C=C/C(=O)O)cc1S(=O)(=O)N1CCc2ccccc2C1	0	-2	105	?	0	14	1	-3	-5	0.4	10
O=C(CCN1CCCC1)Nc1cccc(Br)c1	-7	5	102	101	1	12	4	-5	-6	0.7	9
CCn1c(SCc2ccc(C(=O)Nc3cc(C)cc(C)c3)cc2)nnc1-c1ccncc1	-10	-3	99	98	-12	51	17	-8	-9	2.6	8
CN(CC(=O)O)c1ccc(S(=O)(=O)N2CCOCC2)cc1[N+](=O)[O-]	-4	-1	96	93	0	27	2	-3	-3	0.1	10
Fc1ccc(-n2[nH]nnc2=S)cc1N1CCCC1	5	1	106	109	2	12	0	-43	18	0.0	46
CC1=CCC(C(=O)N/N=C/c2cccs2)C(c2ccc(F)cc2)C1 (stereo unspecified)	0	2	105	100	0	14	2	1	1	0.5	27
O=S(=O)(c1cccs1)N1CCN(c2ncccn2)CC1	-4	-5	102	99	-5	14	0	-4	-5	0.0	25
Cc1ccccc1-n1nc(-c2ccc(N)cc2)cc1N	-3	-2	101	101	0	20	-7	1	0	-0.5	7
COc1ccccc1NS(=O)(=O)c1ccc(NC(=O)c2ccncc2)cc1	-1	0	100	?	0	13	5	3	3	-0.2	13
CC(C)[C@H](N)c1nnc(SCc2ccc(Cl)cc2)o1	-2	0	106	108	1	29	-6	-1	-1	-5.6	16
COc1ccc(-n2c(-c3ccc(Br)cc3)c[n+]3c2CCCCC3)cc1	-2	-1	100	96	-4	10	0	-5	-4	0.0	20
Cc1cccc(/C=N/n2c(-c3ccccn3)n[nH]c2=S)c1	-1	-5	103	102	-10	11	2	-22	-6	0.1	11
O=C(Nc1cc(=O)[nH]c2ncnn12)c1ccccc1	-4	0	99	103	0	9	0	2	-3	-0.1	20
Fc1ccc(-c2cc3nc(-c4ccccc4)cc(N4CCOCC4)n3n2)cc1	-10	3	100	100	-1	12	3	-5	-10	0.6	9
CCCCCn1c(=NC(C)=O)c(C#N)cc2c(=O)n3ccccc3nc21	2	1	94	92	0	23	20	0	1	2.3	15
O=C(N/N=C1/C(=O)c2cccc3cccc1c23)c1ccc(Cl)cc1	-4	-4	102	101	-8	19	1	-2	-3	0.4	39
C=CCn1c(-c2ccccc2)nc(=S)c2c1CC(C)(C)OC2	-7	0	106	103	-11	37	17	-10	-15	-0.6	15
CC(=O)c1c(N2CCN(c3cccc(Cl)c3)CC2)nc(=S)n(-c2ccccc2)c1C	-13	-3	98	96	-7	29	19	-6	-8	5.0	20
COc1ccc(-c2ccnc3nc(Sc4ncc(C(F)(F)F)cc4Cl)nn23)cc1	-8	-1	97	100	-8	37	43	-10	-16	0.1	15
COc1ccccc1NC(=O)Cc1noc(CSc2nnc(C)n2C)n1	-5	-5	103	102	0	16	0	-3	-9	0.2	15
C#CCOCCOCCOCCNc1nc(N2CCN(C(=O)[C@H](Cc3ccc(O)cc3)n3cc(C(N)CC(C)C)nn3)CC2)nc(N2CCN(C(=O)[C@H](CCC(=O)O)n3cc(C(N)[C@H](C)CC)nn3)CC2)n1 (stereo partly specified)	0	1	105	107	1	18	-2	-4	-4	-0.6	7
COc1ccc(CC(=O)OCC(=O)Nc2ccc(C(=O)Nc3ccc(OC)cc3)cc2)cc1	-5	-6	99	104	-3	21	5	-5	-6	-0.5	5
O=C(Nc1ccccc1N1CCOCC1)c1cc(-c2ccncc2)nc2ccccc12	-1	0	95	96	-4	12	29	-3	-4	4.6	8
COCCn1c(Cc2ccccc2)nnc1SCC(=O)N1CCOCC1	0	-2	98	105	-7	22	5	-9	-1	0.0	5

Structures from the list above that contain two or more sulfur atoms, in the order listed:
canonical_smiles	Bcl-2 Bim block	Bim-Bcl-W	RGS4-Gao reg	RGS7-Gao	Bcl-XL Bim block	GSH bead fluor	ABCG2 block	Bim-Bcl-B	Bfl-1 Bim block	ABCB1 inh	Avidin fluor
COc1ccccc1-n1cnnc1SCC(=O)NCc1cccs1	-9	-2	105	105	-5	16	39	-9	-11	0.6	7
O=S(=O)(c1cccs1)N1CCN(c2ncccn2)CC1	-4	-5	102	99	-5	14	0	-4	-5	0.0	25

The list goes on.
canonical_smiles	Bcl-2 Bim block	Bim-Bcl-W	RGS4-Gao reg	RGS7-Gao	Bcl-XL Bim block	GSH bead fluor	ABCG2 block	Bim-Bcl-B	Bfl-1 Bim block	ABCB1 inh	Avidin fluor
COc1ccc(S(=O)(=O)n2cnc3cc(C)c(C)cc32)cc1C	-8	0	102	101	-11	31	2	-8	-7	1.5	14
CC1CCN(CC(=O)NCc2ccco2)CC1	1	1	101	98	-1	11	1	3	4	0.1	10
CC(=O)c1ccc(S(=O)(=O)N2CCC(NC(=O)Nc3cccc(F)c3)CC2)cc1	0	-1	104	106	-1	10	6	-4	-5	0.2	2
CCNC(=O)COc1ccc(Br)cc1Cl	-10	0	100	97	-3	24	3	-5	-12	1.0	12
Cc1cc(NC(=O)CCCC(=O)NCc2ccccc2)no1	51*	0	97	96	1	16	6	43*	27	0.2	9
Cc1cc(C)n(-c2nnc(NCc3ccc(Cl)cc3)nn2)n1	6	4	99	?	4	12	2	-7	3	0.6	12
O=C(CCC(=O)NCCO)NCCO	-4	-3	103	103	-4	12	9	-2	-5	0.8	8
CCNC(=O)C(=O)NCCc1ccc(Cl)cc1	0	0	103	103	0	13	1	1	0	0.3	34
O=C(CSc1nnc(-c2cccs2)o1)NCC1CN(Cc2ccccc2)CCO1 (stereo unspecified)	-1	-3	98	95	-4	27	9	-1	0	1.6	12
CC1=C(CCN2CCN(C(C)C)C(CCO)C2)C(C)(C)CCC1 (stereo unspecified)	-6	-5	102	100	-1	11	0	-8	-7	0.2	3
COc1ccc(N2CCN(C(=O)CN=C3NS(=O)(=O)C(c4ccc(C)cc4)=C3C)CC2)cc1	-9	3	106	110	6	37	16	-5	-9	0.1	7
CCCCn1c(N)c(N(CCOC)C(=O)CN2c3ccccc3CC2C)c(=O)[nH]c1=O (stereo unspecified)	6	0	101	99	0	9	0	-1	0	-0.2	22
O=C(NNC(=O)c1c(F)cccc1F)c1sccc1-n1cccc1	-1	0	100	?	-2	16	2	-3	-4	0.7	10
O=C(CSc1nnc(-c2ccc(OC(F)F)cc2)o1)NCc1cccs1	1	3	102	104	0	13	7	1	-1	0.8	30
CCNC(=S)Nc1cc(-c2ccc(Cl)cc2)[nH]n1	1	0	101	105	0	25	1	-8	-2	0.1	9
Cc1ccc(S(=O)(=O)N(Cc2ccc(Cl)cc2)c2ccccc2C(=O)NCc2ccco2)cc1	-6	-6	99	101	-6	14	0	-9	-3	0.7	23
CC(C)(C)OC(=O)NCCc1nnc(SCC(=O)Nc2cccc(Cl)c2)o1	2	3	98	100	1	28	-2	-1	0	-5.3	14
O=C(c1ccc(Br)cc1)c1cc(-c2ccccn2)c(N2CCOCC2)s1	-6	0	103	100	-3	19	40	-11	-15	25	28
CCOC(=O)C1=C(c2ccccc2)O/C(=C(\C(=O)OC)C(F)(F)F)S1	-6	1	97	95	1	12	8	-3	-2	0.5	8
Cn1c(SCC(=O)N2CCc3ccccc3C2)nnc1-c1ccncc1	-3	-3	102	103	-4	9	2	-13	0	-0.9	8
CCN1C(=O)CC(C(=O)OC)=C1C	-4	0	99	105	-3	15	8	-1	-4	0.8	10
Cc1ccc(N(C(=O)NC2CCCCC2)C2=NCCCCC2)cc1	-8	-8	99	99	-7	10	6	-7	-5	-0.2	30
CCOC(=O)c1c(N)sc2c1CCC1C(=O)N(C3CCCCC3)C(=O)C21 (stereo unspecified)	-7	0	97	114	3	22	14	-23	7	1.5	3
O=C(NCCOc1ccccc1)c1cc(C(=O)NCCOc2ccccc2)cc([N+](=O)[O-])c1	-5	-4	103	106	-6	13	30	-6	-1	21	4
CCCCNc1nnc(SCC(=O)c2c[nH]c3ccccc23)s1	9	1	106	104	4	7	10	4	8	-0.2	15
CCOc1ccc(C(C)NC(=O)c2cccc(F)c2)cc1 (stereo unspecified)	-1	-1	105	101	-3	9	7	-6	0	0.3	4
Cc1ccc(C(=O)NS(=O)(=O)c2ccc(N=NN(C)C)cc2)cc1	-3	-5	97	94	-4	11	8	-2	-5	1.0	9
CCN(c1ccccc1)c1nc2ccsc2c(=O)s1	-8	-3	108	100	-1	26	0	-12	-14	0.0	4
O=C(COC(=O)C12CC3CC(CC(C3)C1)C2)N1CCN(S(=O)(=O)c2ccccc2)CC1	-5	-3	100	96	-5	74	1	-2	-7	1.2	6
CCc1nc2sc3c(O)cc(=O)[nH]c3c2cc1C	-6	0	97	103	-1	10	1	-7	-2	0.3	3
O=C(COC(=O)CNC(=O)c1ccccc1)Nc1nc(-c2ccccc2)cs1	-9	-4	106	105	-10	12	9	-8	-8	0.3	6
NCCc1nnc(SCc2ccccc2)o1	-8	-7	101	101	-8	38	5	-11	-17	2.2	13
O=C(Nc1nc(-c2ccco2)cs1)c1ccccc1	-3	2	100	98	0	37	6	-7	-5	0.7	10

Compounds were not picked by outcome. About 1.3% of those tested had a hit in this group.
